# B2AR arrestin: recruits beta-arrestin to the human beta2-adrenergic receptor; 0.02% of 330,000 active; P07550; Potency, µM (series often up to 46.1 µM), for inactives: top-dose activation, actives largely listed as activators; AID 492947; beta-arrestin recruitment to beta2AR, cell-based reporter;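 further: potency means the concentration at half of the fitted maximal effect; 0% = DMSO controls and full agonism = EC100 isoproterenol or metaproterenol; nearly all actives have a fitted effect of over 65% in size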
# TCR activator: activators of T cell receptors. primary human leukocytes, anti-CD3, IL-2 HTRF, 48 h. Potency, µM (highest dose often 9.22 µM), for inactives: at the top dose activation of IL-2 secretion, usual class: activators. 330,000 tested, under 10 active; further: % of control where 0% means no effect
#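 HTRF read-out of IL-2 secretion: europium cryptate donor excited at 320nm, d2 acceptor emission at 665nm. Cells were primary human leukocytes incubated 48 hr with compounds and a-CD3 beads, supplying TCR signal only.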
# TSG101-PTAP inh: blocks PTAP/TSG101 interaction to inhibit HIV-1 budding; 340,000 tested, under 10 active; Q99816; AID 493005; Fluorescence polarization, FITC-PTAP peptide / Tsg101 binding; Potency, µM (highest dose often 115 µM), for inactives: at the highest dose activity change, negative = inhibition, most hits filed as inhibitors; active means well fitted inhibition curve with a large enough effect in the main read-out, with a control signal flat, not every such curve was filed as active; inconclusive means small, poorly fitted or top-dose-only effect, or effect the other way, or a change in a side signal; inactive means no such curve, though single readings can be large or run the other way; further: potency means the concentration at half of the fitted maximal effect; % of control where 0% means no effect
#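 Compounds were pin-transferred onto Tsg101 binding domain (10 uM final) in HEPES pH 7.5 buffer, then FITC-PTAP peptide was added at 50 nM final. After 20 min at RT, polarization reported peptide displacement across a qHTS concentration series.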
# ELG1 repair inh: blocks ELG1-dependent DNA repair in HEK293T cells | HEK293T ELG1-luciferase reporter, luminescence, 16 h; DNA damage induced by 5-fluorouridine | AID 504467 | Potency, µM (top dose mostly 46.1 µM), for inactives: at the highest dose activity change, negative = inhibition, hits mostly inhibitors | 2.3% of 330,000 active; further: potency means the concentration at half of the fitted maximal effect; on the % scale 0 is the no-effect control and ±100 the full control effect; nearly all actives have a fitted effect of over 55% in size
#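 In this reporter screen, reduction of luminescence relative to DMSO vehicle indicated activity. Compounds and 5-fluorouridine were added together to 2,000 cells per well, incubated for 16 hr at 37 °C, then developed with ONE-Glo.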
# p53 reactivation: re-activators of mutant p53 | Potency, µM (highest dose often 92.2 µM), without a hit: at the top dose activity change, positive = activation, hits mostly activators | 0.063% of 320,000 active | H1299 p53-A138V BP100-luciferase reporter, luminescence, 24 h | AID 504706; further: potency means the concentration at half of the fitted maximal effect; % of control where 0% means no effect; nearly all actives have a fitted effect of over 45% in size
#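 H1299 (p53-null), stable ts p53-A138V + BP100-Luc; 1000 cells/well, Opti-MEM/10% FBS; cpd 4 pt, 1:5; 24 h, 37 deg C, 5% CO2; detection reagent 10 min RT; luminescence.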
# TRPV1 agonist: human TRPV1 agonism; 0.19% of 320,000 active; Q8NER1; AID 540275; activation, % at 8.33 µM; TRPV1-expressing cells, Fluo-8 calcium influx, agonist mode; in the data active means activation above about 80%; inconclusive means between about 30% and that limit; further: 0% is about no effect
#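 TRPV1-expressing cells were cultured overnight at 35.5C and loaded with Fluo-8 calcium dye for 40 to 90 min at room temperature. After a 10 s baseline, compound was added and calcium influx was read kinetically for 3 min (ex 480/em 520 nm).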
# BRCA1 expr act: BRCA1 expression activation | MCF7-BRCA1-FFLuc reporter, luminescence, 48 h; response scale: scaled: vehicle 0%, 10 µM genistein 100% | Potency, µM (titrated, usually from 46.1 µM), without a hit: at the top dose activation, usual class: activators | 1.1% of 380,000 active | AID 624202; further: potency means the concentration at half of the fitted maximal effect; nearly all actives have a fitted effect of over 80% in size; some results filed as inactive show a strong effect at the top dose
#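 Reporter cells (MCF7, BRCA1 promoter-firefly luciferase) received library compounds across a concentration series for 48 h. End-point luminescence was measured and concentration-effect curves derived after normalization.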
# A-T KAP1 phos: candidate therapy for ataxia-telangiectasia. Potency, µM (highest dose often 57.5 µM), for the others: at the top dose activation, usual class: activators. 0.19% of 320,000 active. […] A-T fibroblasts, KAP-1 phosphorylation AlphaLISA; neocarzinostatin DNA damage 30 min before lysis; further: potency means the concentration at half of the fitted maximal effect; % of control where 0% means no effect; nearly all actives have a fitted effect of over 45% in size
#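 hTERT-immortalized A-T patient fibroblasts ([…]), 500 cells/well in OPTI-MEM, 1% FBS, got compounds for 60 min, then NCS for 30 min at 37C. Lysates were then assayed for phospho-KAP-1 by AlphaLISA (anti-pKAP1 donor, anti-KAP1 acceptor beads), 6 hr at 25C.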
# Integrin act MD: activates integrin-mediated alleviation for muscular dystrophy; 0.064% of 350,000 active; Potency, µM (doses to about 38.3 µM), inactives show top-dose activation, hits mostly activators; alpha7betagal myoblasts, beta-gal FDG fluorescence, 48 h;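 further: potency means the concentration at half of the fitted maximal effect; 100% = response of the positive control SU9516; nearly all actives have a fitted effect of over 60% in size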
#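 alpha7betagal+/- myoblasts (passage 13, 250/well) treated 48 h at 37C with compounds at 1:260 dilution of DMSO stock. Lysed, then beta-galactosidase activity read as FDG fluorescence (ex 480/em 540) after 30 min, with pre-read for autofluorescence.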
# CXXC DNA block: blocks binding of human MLL CXXC domain to DNA; Potency, µM (series often up to 115 µM), for inactives: top-dose activity change, negative = inhibition, actives largely listed as inhibitors; MLL-CXXC / FITC-HOXA9 DNA fluorescence polarization; 0.037% of 290,000 active; Q03164; AID 2662; active means well fitted inhibition curve with a large enough effect in the polarisation, with a control signal flat, not every such curve was filed as active; inconclusive means small, poorly fitted or top-dose-only effect, or effect the other way, or a change in a side signal; inactive means no such curve, though single readings can be large or run the other way; the % refers to the polarisation; further: potency means the concentration at half of the fitted maximal effect
#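 Steps: dispense CXXC domain solution (7 uM) → pin compounds or unlabeled HOX-A9 DNA control → 5 min ambient → add FLSN-HOX-A9 solution (50 nM) → spin → 30 min ambient → fluorescence polarization. Tris pH 7.5/NaCl/DTT/BSA buffer.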
# Numbers without * were called inactive; u = inconclusive; x = no result given; [ ] = another dose, or the depositor's remark. Unless noted, the call rests on the fitted dose curve; in most records, active means well fitted curve in the direction sought with a large enough effect; inconclusive means small, poorly fitted or top-dose-only effect, or another doubt; inactive means no such curve, though single readings can be large; an effect the other way counts as inactive or inconclusive.
SMILES,B2AR arrestin,TCR activator,TSG101-PTAP inh,ELG1 repair inh,p53 reactivation,TRPV1 agonist,BRCA1 expr act,A-T KAP1 phos,Integrin act MD,CXXC DNA block
COc1cccc(/C=C2\SC(=S)N(CCCC(=O)N3CCCCC3CCO)C2=O)c1 (stereo not given),0.0%,-5.2%,-0.1%,u,-9.2%,1.1,-66.7%,4.8%,-34.0%[inhibitor],7.1%
CC1CN(S(=O)(=O)c2ccc(NC(=O)CCCN3C(=O)c4ccccc4C3=O)cc2)CC(C)O1 (stereo not given),-0.3%,x,-6.1%,-24.6%,-2.0%,16.2,2.6%,-5.4%,-10.8%[7.66 µM],0.9%
O=C(OCc1ccc([N+](=O)[O-])cc1)C1CC(=O)N(Cc2ccccc2Cl)C1 (stereo not given),-0.5%,-4.6%,-2.0%,1.8%,17.7%,u,13.5%,-7.9%,-0.6%,-9.8%
CCN(CC)S(=O)(=O)c1ccc(NC(=O)c2cnc(C)cn2)cc1,-0.4%,-2.3%,-11.3%,0.0%,x,u,-7.4%,15.0%,u,-0.9%
Cc1ccc(CSc2nnc(-c3ccc(NS(=O)(=O)c4ccccc4)cc3)o2)cc1,-0.9%,17.5%[46.1 µM],-0.8%,2.4%,-6.3%,-2.7,-5.8%,0.2%,1.6%,3.6%
COC(=O)COC(=O)c1ccccc1NC(=O)c1ccccc1,-0.5%,0.2%[46.1 µM],-2.0%,19.7%,-8.3%,17.4,12.4%,15.2%,-18.9%,5.5%
O=C(O)COc1ccccc1/C=N/NC(=O)C(O)c1ccccc1 (stereo not given),-0.1%,x,-6.8%,4.8%,2.1%,-0.1,-4.6%,-3.6%,-5.9%,0.1%
CCc1nnc(NS(=O)(=O)c2ccc(NC(=O)COc3ccc(Cl)c(C)c3)cc2)s1,0.3%,-1.8%,-2.6%,24.2%,-3.6%,11.4,0.3%,6.2%,5.4%,4.6%
COc1ccc(NS(=O)(=O)c2cc(Cl)ccc2Cl)cc1S(=O)(=O)N1CCCCC1,0.1%,2.7%,-2.1%,-7.8%,0.2%,-1.0,-6.2%,1.2%,-7.0%,-1.6%
CC(=O)c1ccc(-c2cccc([C@H]3[C@@H]4C=CC[C@@H](C)[C@@H]4C(=O)N3Cc3ccccc3)c2)cc1,-0.2%,-5.2%[46.1 µM],-0.2%,u,13.1%,x,-13.1%,4.5%[11.5 µM],-0.5%,x
Cc1ccc2cccc(Oc3ncnc4sc(C)c(C)c34)c2n1,-0.3%,6.1%[46.1 µM],-4.4%,2.0%,0.1%,-2.6,-2.8%,-1.8%,-4.0%,-1.7%
CCCCNC(=O)CCn1c(=S)[nH]c2cc3c(cc2c1=O)OCO3,-3.4%,3.0%,-3.3%,8.2%,-2.7%,x,-20.9%,1.2%,14.6%,-1.6%
O=C(NC1CCCCC1)c1ccccc1NC(=S)NC(=O)C1CCC1,-0.5%,x,0.5%,11.0%,4.2%,11.5,-16.3%,x,2.8%,-4.3%
CC(=O)C1=C(O)C(=O)N(c2nccs2)C1c1ccccc1 (stereo not given),-1.2%,-0.9%,-2.7%,-13.1%,-1.2%,-1.7,-4.3%,x,-6.5%,10.6%
COc1ccc(-c2cccc(-c3cc(=O)oc4ccc(C(C)(C)C)cc34)c2)cc1,-0.9%,-13.3%[46.1 µM],-6.1%,5.9%,13.5%,x,-23.9%,31.2%,5.2%,x
O=C(CSCc1ccccc1)Nc1cccc(C(=O)Nc2ccccc2C(=O)O)c1,-0.3%,-3.8%,-5.7%,11.3%,2.1%,-2.3,3.3%,0.5%,3.9%,-13.1%
CO/N=C(\C(=O)O)c1csc(NN=C(C)C)n1,-0.9%,-4.2%,0.8%,5.2%,0.6%,-1.2,-2.1%,4.3%,-12.4%,3.4%
CC(C)CC(=O)n1sc(NC(=O)c2ccccc2)nc1=O,-0.6%,0.9%,-5.3%,u,8.4%,-2.8,-32.3%,-3.6%,24.6%,41.7%[activator]
CCc1c(C)nc(SCC(=O)Nc2nc(-c3ccc(OC)cc3)cs2)[nH]c1=O,0.3%,2.7%,-0.9%,-6.9%,8.2%,2.2,20.2%,13.8%,-24.3%,29.7%
COc1ccc(S(=O)(=O)Nc2ccccc2)cc1,x,-0.1%,-2.0%,x,x,x,-20.8%,x,8.9%,x
Cc1ccccc1N1CCN(C2=NC(=O)/C(=C\c3cccs3)S2)CC1,-0.9%,2.9%[46.1 µM],-3.6%,u,u,13.4,31.5%,-9.8%,-26.2%,-1.3%
O=C(NCCN1CCCCC1)c1cc2ccccc2[nH]1,-0.2%,6.7%,-5.4%,8.9%,3.3%,-0.4,0.3%,0.3%,-13.5%,1.0%
C[C@H](CO)N1C[C@H](C)[C@@H](CN(C)Cc2ccc(-c3ccccc3)cc2)Oc2c(NS(=O)(=O)c3cn(C)cn3)cccc2C1=O,-0.5%,0.3%,-8.0%,21.7%,-6.0%,x,-2.1%,3.9%,11.2%,x
CCOC(=O)c1ccc(NC(=O)C(C)N2C(=O)c3ccccc3C2=O)cc1 (stereo not given),-1.4%,-4.4%,-3.2%,8.8%,1.4%,0.1,0.9%,0.6%,6.6%,-8.1%
O=C(CSCc1ccccc1)N1CCN(C(=O)c2ccco2)CC1,-0.6%,-3.4%[46.1 µM],-6.1%,25.6%,4.7%,-2.7,47.6%,-1.6%,-14.1%,7.0%

# For convenience, some entries already given:
SMILES,B2AR arrestin,TCR activator,TSG101-PTAP inh,ELG1 repair inh,p53 reactivation,TRPV1 agonist,BRCA1 expr act,A-T KAP1 phos,Integrin act MD,CXXC DNA block
COc1cccc(/C=C2\SC(=S)N(CCCC(=O)N3CCCCC3CCO)C2=O)c1 (stereo not given),0.0%,-5.2%,-0.1%,u,-9.2%,1.1,-66.7%,4.8%,-34.0%[inhibitor],7.1%
CC1CN(S(=O)(=O)c2ccc(NC(=O)CCCN3C(=O)c4ccccc4C3=O)cc2)CC(C)O1 (stereo not given),-0.3%,x,-6.1%,-24.6%,-2.0%,16.2,2.6%,-5.4%,-10.8%[7.66 µM],0.9%
O=C(OCc1ccc([N+](=O)[O-])cc1)C1CC(=O)N(Cc2ccccc2Cl)C1 (stereo not given),-0.5%,-4.6%,-2.0%,1.8%,17.7%,u,13.5%,-7.9%,-0.6%,-9.8%

# The list goes on:
SMILES,B2AR arrestin,TCR activator,TSG101-PTAP inh,ELG1 repair inh,p53 reactivation,TRPV1 agonist,BRCA1 expr act,A-T KAP1 phos,Integrin act MD,CXXC DNA block
O=C(C1CCN(S(=O)(=O)c2ccccc2)CC1)N1CCc2ccccc21,0.3%,-1.7%,-1.1%,-3.0%,6.5%,u,-0.2%,-1.8%,24.1%,u
O=S(=O)(NCc1ccccc1)c1ccc(S(=O)(=O)N(Cc2ccccn2)Cc2ccco2)cc1,0.2%,0.6%,-3.3%,13.7%,3.1%,-0.9,-1.8%,11.9%,21.4%,12.6%
CCOc1ccc(C(=O)C(CN2CCOCC2)c2ccccc2)cc1 (stereo not given),-0.7%,-2.2%,1.2%,u,-14.7%,25.7,-92.1%,-7.7%,-53.9%[inhibitor],12.5%
CC(C)n1cc(/C=C/c2cc[n+](C)cc2)c2ccccc21,0.4%,0.9%,u,u,-1.1%,20.3,-41.0%,-5.6%,-85.5%[inhibitor],u
CC1(C)CC(NC(=S)NC2CC2)CC(C)(C)N1,-0.9%,2.2%,-0.4%,5.4%,-2.1%,-3.5,3.2%,-1.5%,-130.3%[inhibitor],-0.1%
COc1ccc(CCCC(=O)NC(C)c2ccccc2)cc1 (stereo not given),-1.4%,1.3%[46.1 µM],-2.3%,2.3%,0.1%,u,0.4%,2.0%,13.1%,u
Cc1occc1-c1nnc(SCC(=O)NCc2ccc3c(c2)OCO3)n1CC(C)C,-0.1%,3.8%,-5.1%,2.1%,-3.9%,13.7,3.8%,6.8%,-11.3%,-7.2%
COc1cc2oc3ccccc3c2cc1N(CC(=O)N(C)C)S(=O)(=O)c1ccccc1,x,0.0%,1.8%,x,x,u,-31.5%,x,10.0%,8.0%
CCOc1ccc(NC(=O)CN(C)C(=O)CCC2CCCCC2)cc1OCC,0.1%,-0.7%,-3.4%,12.3%,-3.9%,3.2,-28.6%,0.8%,21.0%,x
COc1cc(-c2noc(C)c2C(=O)NCCc2c[nH]c3ccccc23)cc(OC)c1OC,-0.6%,-3.7%,-4.0%,-2.0%,-2.8%,8.0,-59.2%,4.0%,-13.9%,8.6%
Cc1ccc(C(=O)NCCN2C3=NC[C@@H](Cc4ccccc4)N3C[C@H]2Cc2ccc(O)cc2)cc1Br,-1.5%,4.6%,0.0%,-3.2%,-2.1%,-1.5,-6.9%,-10.7%,-44.5%,-14.5%
CCOC(=O)c1sc(NC(=O)Cn2nnc3sc4c(c3c2=O)CCC(C(C)(C)C)C4)nc1C (stereo not given),-0.4%,5.3%,-2.0%,1.6%,13.5%,4.4,10.2%,-16.3%,0.8%,3.5%
